From PubChem
OX1R antagonist – human HCRTR1 antagonism; O43613; CHO/OX1R cells, Fluo-8 calcium fluorescence, orexin A; inhibition, % at 5 µM; 330,000 compounds, 0.43% hits;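 active means inhibition above its plate's threshold, mean inhibition of all tested compounds on the plate plus 3 SD, cut at about 37% in these data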;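 further: 0% = orexin A challenge wells and 100% = SB-334867-A antagonist wells; not every result past the cut was called active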
Target sequence (O43613 whole entry, looked up): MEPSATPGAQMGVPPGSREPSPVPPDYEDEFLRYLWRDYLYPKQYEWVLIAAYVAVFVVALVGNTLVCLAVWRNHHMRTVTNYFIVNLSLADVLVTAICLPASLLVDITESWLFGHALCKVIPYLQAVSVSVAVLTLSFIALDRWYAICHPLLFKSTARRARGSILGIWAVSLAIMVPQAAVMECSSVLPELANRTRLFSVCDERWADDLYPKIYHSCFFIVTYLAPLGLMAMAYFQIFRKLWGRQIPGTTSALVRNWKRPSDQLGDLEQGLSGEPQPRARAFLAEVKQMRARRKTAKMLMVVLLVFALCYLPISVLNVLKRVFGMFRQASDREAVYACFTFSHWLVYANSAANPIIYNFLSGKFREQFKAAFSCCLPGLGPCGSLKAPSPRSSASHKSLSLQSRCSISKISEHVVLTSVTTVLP
CHT allo act – allosterically activates the human high affinity choline transporter; B-score at 10 µM; Q9GZV3; 310,000 compounds, 0.49% hits; CHT-expressing cells, membrane potential dye, choline EC20; hits give high values; LV-AA mutant CHT in HEK293 cells;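 active means initial fluorescence not abnormally high and integrated response B-score, plate-corrected, over 3 SD above library mean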
Target sequence (Q9GZV3 whole entry, looked up): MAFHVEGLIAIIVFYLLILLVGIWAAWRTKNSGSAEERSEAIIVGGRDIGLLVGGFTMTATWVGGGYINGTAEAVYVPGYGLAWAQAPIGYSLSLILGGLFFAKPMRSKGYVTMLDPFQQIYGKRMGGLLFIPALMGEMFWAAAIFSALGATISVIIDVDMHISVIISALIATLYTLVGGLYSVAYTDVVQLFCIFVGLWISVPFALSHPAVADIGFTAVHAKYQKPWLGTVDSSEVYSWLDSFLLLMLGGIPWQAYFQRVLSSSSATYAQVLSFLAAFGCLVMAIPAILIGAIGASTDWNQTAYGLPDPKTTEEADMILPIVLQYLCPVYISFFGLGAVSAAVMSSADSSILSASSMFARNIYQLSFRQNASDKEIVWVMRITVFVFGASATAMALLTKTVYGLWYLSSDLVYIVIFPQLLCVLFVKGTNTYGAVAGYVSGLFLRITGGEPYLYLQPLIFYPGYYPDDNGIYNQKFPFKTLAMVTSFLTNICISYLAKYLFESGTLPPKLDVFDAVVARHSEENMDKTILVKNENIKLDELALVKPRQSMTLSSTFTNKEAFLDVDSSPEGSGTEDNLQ
Starred values were filed as active, the others as inactive; i = inactive; nt = no result given.

Order of values – CHT allo act, OX1R antagonist
1) CCOc1cc(C(=S)N2CCOCC2)ccc1OC(=O)/C=C/c1ccc(OC)c(OC)c1
    i, -29.4
2) CCOC(=O)C1CCN(C(=O)c2cnn3c(C)cc(C)nc23)CC1
    i, -30.1
3) COc1ccc(NC(=S)N2CCN(S(=O)(=O)c3ccc(C)cc3)CC2)cc1
    i, -6.6
4) CC(NC(=O)/C=C/c1ccccc1)c1ccccc1 (stereo unspecified)
    i, -15.0
5) CCOc1ccc(OCC)c(NC(=O)CN(C)S(=O)(=O)c2cnc[nH]2)c1
    i, -7.9
6) COc1ccc(CN2C(=O)C(C)N(C(=O)c3c(F)cccc3F)c3ccccc32)cc1 (stereo unspecified)
    i, -7.0
7) COc1ccc(OC)c(CN2CCN(CC(=O)Nc3ccccc3C(=O)NC3CC3)CC2)c1
    nt, -20.5
8) CCc1ccc(Nc2nnc(SCC(=O)NCCN3C(=O)CSC3=O)s2)cc1
    i, -29.8
9) NC(=O)CSc1cn(CCNC(=O)c2cccs2)c2ccccc12
    i, -18.2
10) Cc1ccc(S(=O)(=O)N2[C@@H](c3ccc(Cl)cc3)C(C(=O)O)=CC[C@H]2c2cccc(C)c2)cc1
    i, 4.4
11) Cc1cc(C)nc(NS(=O)(=O)c2ccc(NC(=O)COc3ccccc3)cc2)n1
    i, -19.6
12) CC(C)CNC(=O)COc1ccccc1[N+](=O)[O-]
    i, -5.0
13) CCCN(c1ccc(C)cc1)c1nc(=O)c2cccnc2s1
    i, -27.6
14) O=C(N/N=C/c1sc(N2CCCCC2)nc1-c1cccs1)C1CC1
    i, -19.8
15) CCOC(=O)C1(Cc2cccc(OC)c2)CCCN(S(=O)(=O)N(C)C)C1 (stereo unspecified)
    i, -16.7
16) O=S(=O)(Nc1cccc2ccccc12)c1cccc2nonc12
    i, 0.6
17) COc1cc(OC)c(OC)cc1CN(C)C(c1ccccc1)c1nnnn1-c1ccccc1C (stereo unspecified)
    i, -5.0
18) O=C(NNC(=O)c1cccnc1)NC12CC3CC(CC(C3)C1)C2
    i, -4.4
19) Cc1cc(N/N=C/c2ccc(Cl)cc2Cl)nc(NCc2ccccc2)n1
    i, 7.8
20) Cc1ccc(C(=O)OCC(=O)c2c(N)n(C)c(=O)n(C)c2=O)cc1S(=O)(=O)N1CCOCC1
    nt, -19.1
21) CC1CCCC(N2CCN(C(=O)c3ccccc3F)CC2)C1 (stereo unspecified)
    i, -29.4
22) OCCN1CCN(c2nc3ccccc3nc2-c2ccccc2)CC1
    i, -15.0
23) Cc1ccc(S(=O)(=O)N(C)c2ccc(OCC(=O)OCC(=O)N(CC#N)c3ccccc3)cc2)cc1
    i, -1.3
24) CCOC(=O)C1=C(O)CSC1=Nc1cccc2ccccc12
    i, -25.4
25) CSc1ccccc1NC(=O)c1ccccc1
    i, -24.7
26) O=C(NC1CC2CCCC(C1)N2C(=O)NC1CCCCC1)c1ccccc1 (stereo unspecified)
    i, -17.4
27) Cc1cc(C)c(S(=O)(=O)N2CCOC2CNC(=O)C(=O)NCCN(C)C)c(C)c1 (stereo unspecified)
    i, -0.5
28) Cc1ccc(N2CC(C(=O)Nc3ccc(C)c(S(=O)(=O)N(C)C)c3)CC2=O)cc1 (stereo unspecified)
    i, -24.9
29) CC(C)n1cc(CN2CCC(Oc3ccc(C(=O)N4CCCC4)cc3)CC2)cn1
    i, -8.3
30) COc1ccc(CC(=O)Nc2ccc(C(N)=O)cc2)cc1
    i, -2.0

Next section, starting with the last 5 of the part before.
Order of values – CHT allo act, OX1R antagonist
26) O=C(NC1CC2CCCC(C1)N2C(=O)NC1CCCCC1)c1ccccc1 (stereo unspecified)
    i, -17.4
27) Cc1cc(C)c(S(=O)(=O)N2CCOC2CNC(=O)C(=O)NCCN(C)C)c(C)c1 (stereo unspecified)
    i, -0.5
28) Cc1ccc(N2CC(C(=O)Nc3ccc(C)c(S(=O)(=O)N(C)C)c3)CC2=O)cc1 (stereo unspecified)
    i, -24.9
29) CC(C)n1cc(CN2CCC(Oc3ccc(C(=O)N4CCCC4)cc3)CC2)cn1
    i, -8.3
30) COc1ccc(CC(=O)Nc2ccc(C(N)=O)cc2)cc1
    i, -2.0
31) S=C(Nc1ccc(Br)cc1Cl)Nn1cnnc1
    i, -11.7
32) Cn1c(N)c(C(=O)COC(=O)/C=C/c2ccc(Cl)c(Cl)c2)c(=O)n(C)c1=O
    nt, 3.5
33) O=C(CSc1nc2scc(-c3ccccc3)c2c(=O)[nH]1)NC1CCCCC1
    i, -7.4
34) COc1ccc(N2CCN(C(=O)c3cc(=O)c4cc(Cl)ccc4o3)CC2)cc1
    i, -20.1
35) O=C(NCc1ccco1)c1cc2n(n1)C(C(F)(F)F)CC(c1ccc(Cl)c(Cl)c1)N2 (stereo unspecified)
    i, -16.3
36) O=C(CSc1cccc[n+]1[O-])NC1CCCCCCC1
    i, -12.8
37) Cc1ccc(CSc2nc3ccccc3c(=O)n2C)cc1
    i, 1.1
38) O=C(c1ccc(Cl)cc1)N1CCN(CCc2ccccn2)CC1
    i, nt
39) COc1cccc(C(c2sc3nc(C)nn3c2O)N2CCN(C(=O)c3ccco3)CC2)c1 (stereo unspecified)
    i, -11.9
40) CC(=O)Nc1ccc(S(=O)(=O)NCC(=O)Nc2ccc3c(c2)OCO3)cc1
    nt, -2.0
41) O=C(O)c1cc2c(cc1NC(=O)c1ccccc1OC(F)F)OCCCO2
    i, -5.5
42) CC1CCCC(NC(=O)c2cc(S(=O)(=O)N3CCCCC3)ccc2Cl)C1C (stereo unspecified)
    nt, -17.8
43) COCCNC(=O)Cn1cc2c(n1)CCCCC2
    i, -7.8
44) O=C(Nc1cccc(Cl)c1)O/N=C\c1ccncc1
    i, 7.8
45) Cc1ccc(S(=O)(=O)NC2(C(F)(F)F)NC(=O)N(c3ccc(F)cc3)C2=O)cc1 (stereo unspecified)
    i, -2.5
46) O=C(COC(=O)c1c(Cl)ccc(Cl)c1Cl)NC1CCS(=O)(=O)C1 (stereo unspecified)
    i, -8.9
47) CCCCCCOc1ccc(C(=O)O)cc1
    i, 5.2
48) CC(C)(C)c1ccc(C(=O)N2CCN(c3ccc(N4CCOCC4)nn3)CC2)cc1
    i, -12.0
49) COC(=O)c1ccc(OC(=O)c2cnccn2)cc1
    i, -13.6
50) CCC(=O)Nc1ccc(Oc2ccc3c(c2)C(=O)NC3=O)cc1
    i, -21.3
51) CC(C)CCC(C)NC(=O)c1ccc2nccnc2c1 (stereo unspecified)
    i, -13.4
52) CC(C(=O)NC(=O)NC1CCCCC1)N(C)CC(=O)Nc1ccc(F)c(F)c1F (stereo unspecified)
    i, -38.1
53) O=C(Nc1ccc2c(c1)Cc1ccccc1-2)c1ccc(Br)o1
    i, -20.6
54) CCOC(=O)c1[nH]c2ccc(F)cc2c1NC(=O)C1=COCCO1
    i, -21.5
55) O=C(Nc1ccc(Br)cc1)C(c1ccccc1)c1ccccc1
    i, -8.4
56) O=[N+]([O-])c1ccc(NCCNCCOc2nonc2-c2ccccc2)c([N+](=O)[O-])c1
    i, -17.2
57) CCCCCCNc1cc(C)oc(=O)c1C(C)=O
    i, -32.1
58) Cc1ccc(S(=O)(=O)c2nc(S(C)(=O)=O)sc2NCc2ccc3c(c2)OCO3)cc1
    i, -17.6
59) CCN(CC(=O)NC(=O)NCc1ccco1)Cc1nc2ccccc2c(=O)[nH]1
    i, -20.2
60) CN(CCOc1ccccc1)Cc1nc2cc(Cl)ccc2c(=O)[nH]1
    i, -26.8
61) CCOC(=O)N1CCN(C(=O)CSc2nc3c([nH]c4ccccc43)c(=O)n2CC)CC1
    i, -32.1
62) COc1cccc(CN2CCCC(N3CCc4ccccc4C3)C2)c1O (stereo unspecified)
    i, -19.9
63) COc1cc(C)ccc1OCc1cc(C(=O)N(Cc2c(C)nn(C)c2C)C2CC2)no1
    i, -22.8
64) C[C@H](NC(=O)[C@@H]1Cc2ccccc2CN1)C(=O)NC[C@H]1CC[C@H](C(=O)O)CC1
    i, -3.1
65) CCc1ccc(CN2CCCC(C(=O)Nc3ccccc3-c3ccc(OC)cc3)C2)o1 (stereo unspecified)
    i, -27.6
66) COc1ccc(CN2CCNC(=O)C2CC(=O)NC2Cc3ccccc3C2)c(OC)c1 (stereo unspecified)
    i, -8.4
67) COc1ccccc1-c1nnc(SCC(=O)c2c(N)n(C3CC3)c(=O)[nH]c2=O)n1C
    nt, -8.8
68) Cc1ccc2nc(SCC(=O)NCc3cccs3)c(C#N)cc2c1
    i, -14.1
69) Cc1c(C(=O)c2ccccc2)c(=O)n(C)c(=O)n1C
    i, -13.6
70) Cc1ccc(S(=O)(=O)NCC(=O)NCc2cc(=O)n(C)c(=O)n2C)cc1
    i, 1.0
71) Cc1cc(=O)oc2cc(OCC(=O)NCc3ccncc3)ccc12
    i, -6.6
72) CC(=O)N1CCc2cc(S(=O)(=O)NCCC3=CCCCC3)ccc21
    i, 38.4
73) Cc1nc(N2CCN(C)CC2)c2sc(=S)n(C)c2n1
    i, -12.4
74) CCc1ccc(C(=O)NNC(=O)CN2C(=O)NC3(CCCC3)C2=O)cc1
    nt, -3.1
75) C#CCOCCOCCOCCNc1nc(N2CCN(C(=O)C([C@@H](C)CC)n3cc(C(N)COC(=O)C(F)(F)F)nn3)CC2)nc(N2CCN(C(=O)[C@H](CCCCN)n3cc(C(N)[C@H](C)CC)nn3)CC2)n1 (stereo partly specified)
    i, -0.5
76) O=C(COC(=O)/C=C/c1ccc(C(F)(F)F)cc1)NC1CC1
    i, -6.9
77) COc1ccc(C(=O)OCc2ccccc2F)cc1S(=O)(=O)N1CCCC1
    nt, 7.3
78) CN(CCc1cnn(C)c1)Cc1nc(Cc2ccccc2)no1
    i, -16.4
79) COc1ccc(/C=C/C(=O)OCC(=O)NCCC2=CCCCC2)cc1
    i, -28.2
80) Nc1c(Cl)cc(-c2cn(CCC(=O)O)c(-c3ccc(Cl)nc3)n2)cc1Cl
    i, -5.4
81) O=C(Nc1ccccc1)N1CCCC1c1cccs1 (stereo unspecified)
    i, -13.7
82) O=C(CCCCCNC(=O)N1CCn2c1nc1ccccc12)NCc1ccccc1Cl
    i, -23.1
83) CCN(CC)C(=O)N1CCN(C(=O)N(CC)CC)CC1
    i, -14.2
84) CCC(C)(C)C1CCC2(CC1)NC(CO)(CO)CO2 (stereo unspecified)
    i, -2.4
85) COc1ccccc1NC(=O)Nc1ccc(Cc2ccncc2)cc1
    i, -1.4
86) COc1cc(NS(=O)(=O)c2ccc(OC)c(C)c2C)c(OC)cc1Cl
    i, 18.8
87) Cc1cc(=O)oc2cc(OCCSCCN3CCOCC3)ccc12
    i, -22.1
88) C[C@@]12C(=O)N(CCO)CC(=O)N1[C@H](/C=C/c1ccccc1)[C@@H]1C(=O)N(c3ccccc3)C(=O)[C@@H]12
    i, -7.5
89) Cc1cccnc1N(C(=O)Nc1ccccc1)C1=NCC(C)(C)S1
    i, -23.4
90) CN(C)CCCNC(=O)/C(=N\O)c1ccccc1
    i, 0.0

Carrying on.
Order of values – CHT allo act, OX1R antagonist
91) CC1C/C(=C/c2ccco2)C(=O)/C(=C/c2ccco2)C1 (stereo unspecified)
    i, -12.3
92) COc1ccc(NC(=O)CN2CCOCC2)cc1
    i, -8.8
93) Cc1ccc(S(=O)(=O)Nc2cccc3c2O[C@H](CN(C)C(=O)Nc2cccc4ccccc24)[C@H](C)CN([C@H](C)CO)C3=O)cc1
    nt, -16.6
94) CC[C@]12c3[nH]c4cc(-c5ccco5)ccc4c3CCN1C(=O)[C@@H](CC(=O)NCCc1ccccn1)C[C@@H]2C(=O)N1CCN(C(=O)C2CC2)CC1
    nt, -7.4
95) CO/N=C/C(=N\Nc1ccccc1)C(=O)c1ccccc1
    i, -54.2
96) Cc1ccc(CC(=O)Nc2ccc(F)c([N+](=O)[O-])c2)cc1
    i, -18.5
97) CCOC1(OCC)N=C(N)C2(C#N)C(c3cccc(OC)c3OC)C12C#N (stereo unspecified)
    i, -8.4
98) Cc1ccc(NC2CCCN(C(=O)CCC3(C)CC3)C2)cc1C (stereo unspecified)
    i, -21.1
99) CCC(=O)c1ccc(OCC(O)CN2C(=O)NC(C)(C)C2=O)cc1 (stereo unspecified)
    i, 15.5
100) Cc1c(NC(=O)c2cccs2)cccc1C(=O)O
    i, -16.2
101) COc1ccc(C(=O)NC(=O)Nc2ncccc2C)cc1
    i, -1.9
102) CC(=O)c1c(O)c(C)c(-c2ccccc2)n(-c2ccccc2)c1=O
    i, -32.6
103) COc1ccc(NC(=S)c2ccncc2)cc1
    i, -11.5
104) CC1(C)Cc2ccccc2-c2nnc(-c3ccc4ccccc4n3)n21
    i, 10.6
105) CSc1nc2c(c(=O)[nH]1)C(c1cccs1)C1=C(CCCC1=O)N2 (stereo unspecified)
    i, -18.8
106) CCOC(=O)N1CCN(S(=O)(=O)c2ccc(F)c(C(=O)Nc3cccc(C)c3C)c2)CC1
    i, -32.7
107) CCNC(=O)COC(=O)c1csc2c1CCCC2
    i, -18.9
108) Cc1ccc2c(C)c(C(=O)Nc3c(C)n(C)n(-c4ccccc4)c3=O)oc2c1C
    i, -22.3
109) Cc1ccccc1NC(=O)COc1coc(CN2CCN(Cc3ccccc3)CC2)cc1=O
    i, -18.9
110) COc1ccc(CN2CCCC(C(=O)c3cccc(OC(C)C)c3)C2)cc1Cn1cccn1 (stereo unspecified)
    i, -36.3
111) CC1CCN(CCNC(=O)c2ccc3c(=O)n(Cc4ccc(Cl)cc4)c(=S)[nH]c3c2)CC1
    i, 38.3
112) O=C(NCc1ccc2c(c1)OCO2)c1cc([N+](=O)[O-])ccc1N1CCCCC1
    9.18*, -20.6
113) Cc1ccc(S(=O)(=O)NCCCNS(=O)(=O)c2ccccc2[N+](=O)[O-])cc1
    i, -16.6
114) Cc1cc(=O)c2c(O)c(O)ccc2o1
    i, -1.9
115) COc1ccc(CN2CCNC(=O)C2CC(=O)NCC(C)(C)N2CCOCC2)cc1C (stereo unspecified)
    i, -12.4
116) Cc1c(Cl)cccc1NC(=O)NCc1ccncc1
    i, -21.1
117) CCN1C(=O)/C(=C2/Sc3ccccc3N2CC)S/C1=N\c1ncn[nH]1
    i, -15.0
118) COC(=O)C1=C(N)Oc2cc(C)n(Cc3cccnc3)c(=O)c2C1c1ccc(OC)c(OC)c1OC (stereo unspecified)
    i, 0.8
